mHTT CaM bind = mHTT-calmodulin interaction abrogation | AlphaScreen His-mHTT/GST-CaM binding, luminescence | P42858 | inhibition, % at 15 µM | actives 3.6% (n = 190,000);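 further: 0% = both proteins with DMSO and 100% = one protein alone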
Target sequence (P42858 whole entry, looked up, stated change not applied): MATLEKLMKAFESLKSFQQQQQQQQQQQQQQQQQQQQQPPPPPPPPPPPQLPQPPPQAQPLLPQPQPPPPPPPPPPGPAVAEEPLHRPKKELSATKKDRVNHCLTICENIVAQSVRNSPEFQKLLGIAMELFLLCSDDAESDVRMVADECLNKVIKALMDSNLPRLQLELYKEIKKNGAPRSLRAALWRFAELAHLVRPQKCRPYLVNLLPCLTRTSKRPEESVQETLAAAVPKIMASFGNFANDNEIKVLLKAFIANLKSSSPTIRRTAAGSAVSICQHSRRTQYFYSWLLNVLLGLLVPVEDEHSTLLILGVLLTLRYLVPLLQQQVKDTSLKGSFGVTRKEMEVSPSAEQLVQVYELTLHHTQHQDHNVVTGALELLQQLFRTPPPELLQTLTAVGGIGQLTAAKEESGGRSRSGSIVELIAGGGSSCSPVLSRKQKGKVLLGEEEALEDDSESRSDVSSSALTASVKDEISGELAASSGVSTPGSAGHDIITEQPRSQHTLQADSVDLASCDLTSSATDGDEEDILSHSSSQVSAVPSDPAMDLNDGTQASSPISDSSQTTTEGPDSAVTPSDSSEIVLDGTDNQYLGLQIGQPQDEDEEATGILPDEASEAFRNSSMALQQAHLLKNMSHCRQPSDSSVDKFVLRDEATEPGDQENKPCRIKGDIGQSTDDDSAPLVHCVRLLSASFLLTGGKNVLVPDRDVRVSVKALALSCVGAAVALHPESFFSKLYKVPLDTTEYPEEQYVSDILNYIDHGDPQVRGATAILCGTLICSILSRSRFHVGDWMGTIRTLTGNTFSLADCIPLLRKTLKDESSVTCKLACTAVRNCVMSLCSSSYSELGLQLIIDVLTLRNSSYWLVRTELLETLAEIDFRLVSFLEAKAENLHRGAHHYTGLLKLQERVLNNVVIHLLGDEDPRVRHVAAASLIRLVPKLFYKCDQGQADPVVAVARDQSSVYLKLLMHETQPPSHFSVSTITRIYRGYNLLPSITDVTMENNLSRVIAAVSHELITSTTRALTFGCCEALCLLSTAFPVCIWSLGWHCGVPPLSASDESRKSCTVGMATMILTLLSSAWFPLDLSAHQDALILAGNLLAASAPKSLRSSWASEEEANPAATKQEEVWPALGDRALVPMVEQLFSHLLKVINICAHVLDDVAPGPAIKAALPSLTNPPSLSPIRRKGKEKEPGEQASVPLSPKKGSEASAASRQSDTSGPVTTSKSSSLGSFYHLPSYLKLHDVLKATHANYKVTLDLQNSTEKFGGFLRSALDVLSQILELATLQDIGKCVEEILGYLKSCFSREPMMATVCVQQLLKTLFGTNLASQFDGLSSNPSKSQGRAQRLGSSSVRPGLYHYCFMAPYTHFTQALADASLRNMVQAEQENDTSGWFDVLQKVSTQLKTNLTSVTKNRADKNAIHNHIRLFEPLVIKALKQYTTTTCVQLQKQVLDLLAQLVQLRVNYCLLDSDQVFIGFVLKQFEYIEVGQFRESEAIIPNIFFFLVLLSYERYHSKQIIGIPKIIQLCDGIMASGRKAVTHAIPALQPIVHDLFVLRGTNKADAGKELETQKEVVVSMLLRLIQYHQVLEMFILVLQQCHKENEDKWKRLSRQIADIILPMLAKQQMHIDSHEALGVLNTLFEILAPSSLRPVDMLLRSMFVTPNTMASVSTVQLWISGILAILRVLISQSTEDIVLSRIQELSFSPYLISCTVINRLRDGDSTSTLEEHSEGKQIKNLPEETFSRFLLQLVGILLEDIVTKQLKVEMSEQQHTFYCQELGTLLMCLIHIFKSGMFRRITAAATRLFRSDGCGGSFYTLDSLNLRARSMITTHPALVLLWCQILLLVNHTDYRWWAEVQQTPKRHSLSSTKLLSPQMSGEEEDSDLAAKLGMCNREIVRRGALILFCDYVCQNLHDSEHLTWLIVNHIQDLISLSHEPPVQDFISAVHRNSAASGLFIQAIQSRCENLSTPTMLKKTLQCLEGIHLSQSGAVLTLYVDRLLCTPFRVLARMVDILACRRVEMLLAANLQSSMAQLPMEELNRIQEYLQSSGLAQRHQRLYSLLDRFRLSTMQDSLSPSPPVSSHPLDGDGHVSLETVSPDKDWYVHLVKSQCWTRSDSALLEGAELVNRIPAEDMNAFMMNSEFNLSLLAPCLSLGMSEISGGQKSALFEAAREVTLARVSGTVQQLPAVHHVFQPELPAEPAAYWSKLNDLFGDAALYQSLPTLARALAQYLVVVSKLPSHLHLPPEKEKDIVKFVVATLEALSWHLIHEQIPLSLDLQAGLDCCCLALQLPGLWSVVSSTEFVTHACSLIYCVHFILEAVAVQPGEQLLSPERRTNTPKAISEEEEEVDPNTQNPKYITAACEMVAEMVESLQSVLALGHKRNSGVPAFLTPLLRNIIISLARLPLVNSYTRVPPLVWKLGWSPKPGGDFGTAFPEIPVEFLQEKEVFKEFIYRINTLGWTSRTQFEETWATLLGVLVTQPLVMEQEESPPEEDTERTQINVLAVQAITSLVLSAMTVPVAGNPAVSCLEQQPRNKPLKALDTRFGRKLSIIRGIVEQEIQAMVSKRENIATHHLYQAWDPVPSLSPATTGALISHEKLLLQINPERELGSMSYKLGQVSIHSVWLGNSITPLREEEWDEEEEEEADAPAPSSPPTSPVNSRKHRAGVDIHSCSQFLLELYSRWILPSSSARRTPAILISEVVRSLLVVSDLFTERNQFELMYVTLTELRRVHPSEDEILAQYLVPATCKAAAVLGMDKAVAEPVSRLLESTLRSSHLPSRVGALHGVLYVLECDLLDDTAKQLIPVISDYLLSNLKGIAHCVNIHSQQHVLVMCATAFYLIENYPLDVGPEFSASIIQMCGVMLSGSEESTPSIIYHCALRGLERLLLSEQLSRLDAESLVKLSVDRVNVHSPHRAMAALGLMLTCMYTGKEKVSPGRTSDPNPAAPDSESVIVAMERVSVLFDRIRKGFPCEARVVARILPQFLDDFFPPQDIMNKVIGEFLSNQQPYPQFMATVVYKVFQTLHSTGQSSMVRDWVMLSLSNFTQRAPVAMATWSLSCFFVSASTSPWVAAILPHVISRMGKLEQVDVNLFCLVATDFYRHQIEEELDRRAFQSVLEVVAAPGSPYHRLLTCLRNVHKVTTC
Pf apPOL block = Pf-apPOL DNA polymerase inhibition; Recombinant Pf-apPOL, molecular beacon fluorescence, 1.5 h; inhibition, % at 10 µM; actives 0.25% (n = 210,000)
The depositor's hits bear a star; x = not tested or not shown; & = joins results of further samples. No stated cut-off is given here; in the data, active means inhibition above about 50%; inactive means the rest.

Each structure is followed by: Pf apPOL block	mHTT CaM bind
(1) Cc1cccc(N2C(=O)C3C(C2=O)C2C=CC3C23CC3)c1C (stereo not drawn)
→ 0	-2
(2) COC(CNC(=O)c1ccc2c(c1)ncn2-c1ccc(OCc2ccccc2)cc1)OC
→ -5	42
(3) CC(C)CNC(=O)Nc1cccc(Cl)c1
→ 1	-13
(4) CCOCC(=O)NCCN1CCN(S(C)(=O)=O)CC1
→ -3	-7
(5) COC(C(=O)NC1CCCCCCC1)c1ccccc1 (stereo not drawn)
→ 4	-9
(6) O=C(Nc1cccc(Cl)c1)c1nnn(-c2ccc(F)cc2)c1-c1cccnc1
→ 1	-1
(7) CC(=O)NCC(=O)N(c1ccccc1)C1(C(=O)NC2CCCC2)CCCCC1
→ -5	9
(8) CCC(C(=O)Nc1ccc(C(N)=O)cc1)c1ccccc1 (stereo not drawn)
→ -6	-4
(9) Cc1ccc2cc3cc(C(=O)Nc4ccc5c(c4)OCO5)sc3nc2c1
→ 1	-4
(10) O=C(NC1CCCc2ccccc21)c1cccn2c(=O)c3cc(Cl)ccc3nc12 (stereo not drawn)
→ 25	-5
(11) CC(C)N(C(=O)c1cccs1)C(C)C
→ -9	4
(12) O=C(c1noc2c1CCCCC2)N1CCN(Cc2ccccc2)CC1
→ 0	2
(13) Nc1nc2nonc2nc1N
→ x	-5
(14) CCN1C(=O)Cc2ccccc2C1C(=O)N1CCN(c2ccccc2OC)CC1 (stereo not drawn)
→ -2	22
(15) O=S(=O)(c1ccc(F)c(Cl)c1)N1CCN(Cc2ccc3c(c2)OCO3)CC1
→ -8&0&-6	-9
(16) C[n+]1ccccc1/C=C/c1ccc(Br)cc1
→ -6	1
(17) COc1ccc(NC(=O)Nc2ccccc2C(C)=O)cc1
→ 0	1
(18) COc1ccc(N2CCN(C(=O)C3CCN(c4nc5cccnc5s4)CC3)CC2)cc1
→ -5	4
(19) Cc1[nH]n(-c2ccccc2)c(=O)c1C=Nc1c(C)[nH]n(-c2ccccc2)c1=O
→ -2	8
(20) CC(C)CCNC(=O)C1(C)CCC(=O)N1CCCN1CCN(c2ccc(F)cc2)CC1 (stereo not drawn)
→ 2	14

Some of the entries so far, with bars between the fields.
cpd | SMILES | Pf apPOL block | mHTT CaM bind
11 | CC(C)N(C(=O)c1cccs1)C(C)C | -9 | 4
12 | O=C(c1noc2c1CCCCC2)N1CCN(Cc2ccccc2)CC1 | 0 | 2
13 | Nc1nc2nonc2nc1N | x | -5
14 | CCN1C(=O)Cc2ccccc2C1C(=O)N1CCN(c2ccccc2OC)CC1 (stereo not drawn) | -2 | 22
15 | O=S(=O)(c1ccc(F)c(Cl)c1)N1CCN(Cc2ccc3c(c2)OCO3)CC1 | -8&0&-6 | -9
16 | C[n+]1ccccc1/C=C/c1ccc(Br)cc1 | -6 | 1
17 | COc1ccc(NC(=O)Nc2ccccc2C(C)=O)cc1 | 0 | 1

(list continues)
Each structure is followed by: Pf apPOL block	mHTT CaM bind
(21) O=C(Nc1ccccc1)c1nnc(N2CCCCC2)c2ccccc12
→ -5	4
(22) O=C1CC(N2CCN(Cc3ccc4c(c3)OCO4)CC2)C(=O)N1c1ccccc1Cl (stereo not drawn)
→ -3	8
(23) Cc1cccc(OCc2nc(C(=O)NC(C)C)cs2)c1C
→ -1	-12
(24) COc1ccc(S(=O)(=O)N2CCC(c3noc(-c4cccc(F)c4)n3)CC2)cc1
→ -6	-8
(25) CC1=C(C(=O)Nc2ccc(C)cn2)C(c2cccc(Cl)c2)C2=C(CC(C)(C)CC2=O)N1 (stereo not drawn)
→ -15	4
(26) O=[N+]([O-])c1cccc(/C=C/c2nc(C=Nc3cc(Cl)ccc3Cl)c(O)o2)c1
→ 0	-4
(27) CCn1c2ccccc2c2cc(NC(=O)COC)ccc21
→ -1	17
(28) O=C(O)c1ccccc1SC1CC(=O)N(c2ccc(N3CCOCC3)cc2)C1=O (stereo not drawn)
→ -3	0
(29) O=C(c1cc2c(s1)CN(C1CC1)C2)N1CCN(C2CCCCC2)CC1
→ -1	45
(30) CC(C)(C)OC(=O)NCCN1C(=O)CC2(CCCC2)C1=O
→ -10	x
(31) COCCn1c(C2CCN(C(=O)Nc3cc(C)ccc3C)C2)nc2cccnc21 (stereo not drawn)
→ -4	1
(32) Cc1sc2ncnc(Nc3ccc4c(c3)OCO4)c2c1C
→ -2	1
(33) Cc1ccccc1NC(=O)N1CCCC1c1ccccc1Cl (stereo not drawn)
→ -4	-2
(34) O=C(NC1CCCCCC1)C1(c2cccs2)CCCC1
→ 0	-20
(35) CCCN(CCC)Cc1cc(=O)oc2ccc3ccccc3c12
→ 0	-52
(36) COc1ccc(C=C2Oc3c(ccc(O)c3CN3CCCC3)C2=O)c(OC)c1OC
→ -4	11
(37) CCn1nccc1C(=O)N1CCC(n2c(-c3ccc(F)cc3)nc3cccnc32)C1 (stereo not drawn)
→ -7	-2
(38) O=C1COC(c2ccccc2)=NN1c1ccccc1
→ 5	-16
(39) Cn1c2nc3ccc(Br)cc3c-2nc2ccccc21
→ 3	48
(40) Cc1ccccc1NC(=O)c1cc2cc(Cl)cc(Cl)c2oc1=O
→ -8	2
(41) Cc1c(C(=O)NCCO)c(-c2ccccc2)nn1-c1ccccc1
→ 1	-4
(42) CCOc1ncccc1CNC(=O)C1(c2ccccc2)CC1
→ -1	-2
(43) CCCCN(C)C(=O)C1c2cc(OC)c(OC)cc2C(=O)N2CCc3ccccc3C12 (stereo not drawn)
→ 4	10
(44) COc1ccc(N=Cc2nc(-c3ccc(C)cc3)oc2O)cc1Cl
→ 1	2
(45) Cc1nc(C(=O)NC2CC2)c(C)n1C1CCN(S(C)(=O)=O)CC1
→ -8	-2
(46) CCC(=O)N1CCCC(c2ccnc(Nc3cccc(C)c3)n2)C1 (stereo not drawn)
→ -5	57*
(47) N#CC1=C(SCc2ccc(Cl)cc2)NC(=O)CC1c1ccccc1F (stereo not drawn)
→ -14	12
(48) COc1ccc(CN2CCSCC2)c(OC)c1
→ -7	2
(49) COc1nn(C)cc1C(=O)Nc1ccc2c(c1)N(S(=O)(=O)c1ccc(F)cc1)CCC2
→ -6	30
(50) COc1ccc(CCNC(=O)C2(C)CCC(=O)N2Cc2ccc(F)cc2Cl)cc1OC (stereo not drawn)
→ -3	2
(51) CSc1ccc(CCNC(=O)C2=C(C)C(=O)OC23CCCCC3)cc1
→ -2	-12
(52) Cc1cccc(C2=NN(c3ccccc3)[C@@H](C(=O)N3CCOC3=O)[C@@H]2c2ccc(Cl)cc2)c1
→ 2	27
(53) Cc1ccccc1-n1c(=O)n(C2CC2)c(=O)c2c1ncn2Cc1ccccc1
→ -7	-6
(54) Cc1ccccc1C(=O)NC1CCN(c2ccccc2C(=O)N2CCCCC2)CC1
→ -4	4
(55) CCOc1ccc(C(=O)CC2(O)C(=O)Nc3ccc(Br)cc32)cc1 (stereo not drawn)
→ -12	1
(56) CC(/C=C1\SC(=O)N(c2ccc(O)cc2)C1=O)=C\c1ccccc1
→ -4	60*
(57) COC(=O)[C@H](CC(C)C)N(CCCc1cn(Cc2ccccc2)nn1)S(=O)(=O)c1ccc(F)cc1Br
→ -6	-7
(58) COCCN=C1Nc2ccccc2NC12CCCN(S(=O)(=O)c1cc(F)ccc1C)C2 (stereo not drawn)
→ -4	10
(59) CN(C)CCNC(=O)C12CC3(C)CC(C)(CC(C)(C3)C1)C2
→ 4	-2
(60) Cc1ccc(N2C(=O)CSC2c2ccccc2F)cc1F (stereo not drawn)
→ 1	-17

Screen by screen, as entered above:
Nos. 52–55 in mHTT CaM bind, in turn: 27, -6, 4, 1
Nos. 52–55 in Pf apPOL block, in turn: 2, -7, -4, -12

Later entries:
Each structure is followed by: Pf apPOL block	mHTT CaM bind
(61) COC(=O)c1ccc(Oc2coc3c4c(ccc3c2=O)OCN(Cc2ccccc2OC)C4)cc1
→ -9	17
(62) Nc1n[nH]c(S(=O)(=O)Cc2ccc([N+](=O)[O-])cc2)n1
→ 3	3
(63) COc1ccc(-c2c(C)oc3cc(OC)ccc3c2=O)cc1
→ 0	-5
(64) O=C(Nc1ccc(F)cc1)C1CCCN(c2ncc(-c3ccc(F)cc3)cn2)C1 (stereo not drawn)
→ -3	-1
(65) COc1ccc(OC)c(NC(=O)N2CCCC2c2cc(C(C)C)on2)c1 (stereo not drawn)
→ -3	6
(66) COc1ccc(C2Cn3nnc(C(=O)NCc4ccc(F)c(Cl)c4)c3CO2)cc1 (stereo not drawn)
→ -1	2
(67) Cc1ccc(N2C=C(C#N)S(=O)(=O)c3ccc(Cl)cc32)cc1Cl
→ -1	0
(68) CC(=O)NCCc1csc(C2CCN(C(=O)c3cc(F)ccc3F)CC2)n1
→ -3	7
(69) CCOc1ccccc1C(=O)N1CCC(N2CCN(CC)C2=O)CC1
→ -1	9
(70) Nc1nc(Cl)nc2c1ncn2[C@@H]1O[C@H](COP(=O)(O)OP(=O)(O)OP(=O)(O)O)[C@H](O)C1O (stereo partly drawn)
→ 11	x
(71) Cn1nc(C(=O)NCc2ccc(Cl)cc2)c2c1CCN(C(=O)c1ccco1)C2
→ 5	5
(72) CN(C)c1cc(C(=O)NC2CCCC2)nc2ccnn12
→ -5	-16
(73) c1ccc2c(c1)-c1ccccc1C21SCCCS1
→ x	-56
(74) Cc1cc(C)nc(NC(=O)CC(C)(C)C)n1
→ -4	-8
(75) O=C(Nc1nc(CC(=O)N2CCCc3ccccc32)cs1)c1ccc2c(c1)OCO2
→ 0	-4
(76) C=CCn1cnc2c1c(=O)n(CC(C)C)c(=O)n2-c1ccc(C)cc1C
→ 7	10
(77) COC1CCN(C(=O)c2cccc(C#N)c2)CC1
→ -2	-2
(78) Cc1ccc(CNC(=O)CCC2CCN(c3cc(NC4CC4)ncn3)CC2)cc1
→ 2	1
(79) O=C(COc1ccc(Br)cc1)Nc1ccc(-c2nc3ncccc3o2)cc1
→ 29&0	-1&4
(80) O=C(Nc1nc(-c2cc(Cl)sc2Cl)cs1)C1CC1
→ -4	-18
(81) COc1ccc(NC(=O)c2cc3c(CO)cnc(C)c3oc2=Nc2ccc(C)c(C)c2)c(OC)c1
→ -3	8
(82) C=CCN1C(=Nc2cccnc2)SCC1(O)c1ccc(OC)cc1 (stereo not drawn)
→ -7	18
(83) CCN(CC)CCC(c1cc(OC)c(OC)c(OC)c1)c1c(OC)cc(OC)c2c(C)cc(=O)oc12 (stereo not drawn)
→ -13	16
(84) Cc1cc(=O)[nH]c(N=C(N)Nc2ccccc2)n1
→ -6	0
(85) COc1ccc(-c2cc3nc4c(c(=O)n3[nH]2)CN(C(=O)c2sccc2C)CC4)cc1
→ 6	1
(86) O=C1C(c2nc3ccccc3s2)=C(O)c2ccccc21
→ -4	3
(87) COc1cccc(-c2nc(C=Nc3ccccc3Br)c(O)o2)c1
→ -4	7
(88) O=C(Nc1ccccc1)Nc1nccn(-c2cccc(F)c2)c1=O
→ -3	2
(89) COCCC1CCN(C(=O)c2ccoc2)CC1
→ -2	-6
(90) CC(=O)Nc1cccc(-c2csc(Nc3ccc(C(=O)O)cc3)n2)c1
→ -10	9
(91) COc1ccc(Br)cc1/C=C1/N=C(c2cccc([N+](=O)[O-])c2)OC1=O
→ 1	1
(92) CCC(=O)N1CCCC(c2ccnc(Nc3ccc(C)cc3)n2)C1 (stereo not drawn)
→ -12	56*
(93) CN(Cc1ccccc1)C(=O)c1ccc(Cl)cc1[N+](=O)[O-]
→ 7	4
(94) Cc1ccsc1C(=O)N1CCc2nc[nH]c2C1
→ 0	-3
(95) CCn1cc2c3c(cccc31)CN(C(=O)Nc1ccc(F)cc1F)CC2
→ -6	11
(96) Cc1ccc(CC(=O)NCCC2CCN(C(=O)c3ccc(C)cc3)CC2)cc1
→ 2	14
(97) O=C1CC(N2CCN(c3ccccc3)CC2)C=C1Nc1ccccc1 (stereo not drawn)
→ 2	x
(98) O=C(NCc1cccc(F)c1)C1CCCN(c2nnc3ccccn23)C1 (stereo not drawn)
→ -6	2
(99) O=C(c1cccs1)N1CCCC1c1ccc(F)cc1 (stereo not drawn)
→ 4	-7
(100) COc1ccc(Nc2ncc3c(n2)CCN(Cc2cccc(F)c2F)C3)c(OC)c1
→ -7	14

Record cards, from the list above.
COc1ccc(NC(=O)c2cc3c(CO)cnc(C)c3oc2=Nc2ccc(C)c(C)c2)c(OC)c1 reads Pf apPOL block: -3; mHTT CaM bind: 8
O=C1CC(N2CCN(c3ccccc3)CC2)C=C1Nc1ccccc1 (stereo not drawn) reads Pf apPOL block: 2; mHTT CaM bind: x

(continued)
Each structure is followed by: Pf apPOL block	mHTT CaM bind
(101) CC(C)CCNC(=O)C1(C)CCc2ccccc2C(=O)N1CCc1ccccc1 (stereo not drawn)
→ -8	6
(102) Cc1ccc(NC(=O)N2CCCC(C)(C(=O)NCc3ccccc3)C2)c(Cl)c1 (stereo not drawn)
→ 0	4
(103) Cc1ccc(Cn2nnc3c2-c2ccccc2S(=O)(=O)N(C(C)(C)C)C3)cc1
→ -2	-12
(104) COc1cc([N+](=O)[O-])ccc1NC(=O)c1ccc(C)o1
→ 1	4
(105) CC(=O)Nc1ccc(OS(=O)(=O)c2cccc3c2C(=O)C2C=CC=CC2C3=O)cc1 (stereo not drawn)
→ 7	1
(106) C#CC(C)(C)NC(=O)CN(c1ccc(C)cc1)S(=O)(=O)c1ccc(OC)c(OC)c1
→ 0	5
(107) CCc1ccc(CNC(=O)Cn2c(CC)nc3c(c2=O)CN(Cc2ccccc2)CC3)cc1
→ -1	-5
(108) Cc1ccc(N(CC(=O)NCc2ccncc2)S(C)(=O)=O)cc1Cl
→ -3	12
(109) O=S(=O)(CCc1noc(-c2cccc(F)c2)n1)c1ccccc1
→ 2	-19
(110) O=C(c1ccc(-c2cccnc2)nc1)N1CCCCC1
→ -6	-1
(111) CCN1CCn2c(nc3cc(C(=O)Nc4ccc(F)c(C)c4)ccc32)C1=O
→ 4	-12
(112) Cc1cccc(NC(=O)N2CCC(c3cc(=O)n4nccc4n3C)CC2)c1C
→ 1	5
(113) Cc1cc(C)n(-c2ccc3n[nH]c(=O)n3n2)n1
→ x	-3
(114) Fc1ccc(N2CCN(Cc3cn[nH]c3-c3ccccc3)CC2)cc1
→ -10	x
(115) CN(c1ccc(C(=O)Nc2ccc3c(c2)OCCO3)cc1)S(=O)(=O)c1ccccc1
→ 0	5
(116) Clc1cccc(N2CCN(C3Cc4ccccc4C3)CC2)c1
→ -6	2

Source: PubChem BioAssay (University of Kansas High Throughput Screening Laboratory)
